Screening data deposited in PubChem by several laboratories.
Shn3 3UTR inh – reduction of Shn3 3'UTR firefly luciferase signal, primary screen, Schnurri-3 inhibitor project, cell-based, Clone20 osteoblasts, set 2. Clone20 osteoblast Shn3 3'UTR firefly luciferase, 24 h. inhibition, % at 12.5 µM. 0.52% of 360,000 active. AID 588674, 2011;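 active means mean inhibition of at least 75% with every replicate also reaching 75%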;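 further: 0% = median of neutral control wells and 100% = pilot-screen positive control compound; some compounds past the cut are filed as inactive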
TWEAK-Fn14 inh – inhibitors of TWEAK-Fn14 signaling, primary screen, luciferase reporter cells, uHTS | 2% of 360,000 active | TWEAK-stimulated Fn14 reporter cells, luciferase luminescence, 8 h | inhibition, % at 10 µM; in the data active means inhibition above about 50%
CF NFkB inh – inhibitors of PAF-induced NF-kB signaling, primary screen, cell-based, GFP fluorescence, uHTS; 0.86% of 360,000 active; AID 588850, 2011; inhibition, % at 5 µM; KKLEB NF-kB-GFP reporter, GFP fluorescence overnight;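 active means at least 50% inhibition at 5 µM, scaled per plate between neutral and stimulator controls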;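 further: PAF is a Pseudomonas aeruginosa culture filtrate used as stimulus; plate controls were PAF-stimulated DMSO wells for no effect and unstimulated DMSO wells for full effect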
LRH-1 inv ag – LRH-1 (NR5A2) inverse agonists, primary screen, cell-based, luminescence, HEK293T, StAR-luciferase reporter; LRH-1 transfected, 24 h; inhibition, % at 3.6 µM; 0.13% of 360,000 active;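 active means inhibition above the mean inhibition of all tested compounds plus 3 SD, cut at about 73% in these data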;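 further: 0% = DMSO wells and 100% = reporter-only cells lacking LRH-1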
SRC3 inh – SRC3 coactivator transcriptional activity inhibitors, primary screen, cell-based, luminescence. Nuclear receptor coactivator 3 (Homo sapiens), Q9Y6Q9. HEK293 GAL4-SRC3 luciferase reporter. inhibition, % at 3.6 µM. 0.17% of 360,000 active. AID 588352, 2011;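 active means inhibition above a per-campaign cutoff, the mean of all compounds plus 3 SD, cut at about 60% in these data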;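 further: 0% = DMSO-treated cells and 100% = gossypol-treated cells at 36 µM; higher means less SRC3-driven luciferase light from the GAL4 reporter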
Target sequence (Q9Y6Q9 whole entry, looked up, the tested form may be a part): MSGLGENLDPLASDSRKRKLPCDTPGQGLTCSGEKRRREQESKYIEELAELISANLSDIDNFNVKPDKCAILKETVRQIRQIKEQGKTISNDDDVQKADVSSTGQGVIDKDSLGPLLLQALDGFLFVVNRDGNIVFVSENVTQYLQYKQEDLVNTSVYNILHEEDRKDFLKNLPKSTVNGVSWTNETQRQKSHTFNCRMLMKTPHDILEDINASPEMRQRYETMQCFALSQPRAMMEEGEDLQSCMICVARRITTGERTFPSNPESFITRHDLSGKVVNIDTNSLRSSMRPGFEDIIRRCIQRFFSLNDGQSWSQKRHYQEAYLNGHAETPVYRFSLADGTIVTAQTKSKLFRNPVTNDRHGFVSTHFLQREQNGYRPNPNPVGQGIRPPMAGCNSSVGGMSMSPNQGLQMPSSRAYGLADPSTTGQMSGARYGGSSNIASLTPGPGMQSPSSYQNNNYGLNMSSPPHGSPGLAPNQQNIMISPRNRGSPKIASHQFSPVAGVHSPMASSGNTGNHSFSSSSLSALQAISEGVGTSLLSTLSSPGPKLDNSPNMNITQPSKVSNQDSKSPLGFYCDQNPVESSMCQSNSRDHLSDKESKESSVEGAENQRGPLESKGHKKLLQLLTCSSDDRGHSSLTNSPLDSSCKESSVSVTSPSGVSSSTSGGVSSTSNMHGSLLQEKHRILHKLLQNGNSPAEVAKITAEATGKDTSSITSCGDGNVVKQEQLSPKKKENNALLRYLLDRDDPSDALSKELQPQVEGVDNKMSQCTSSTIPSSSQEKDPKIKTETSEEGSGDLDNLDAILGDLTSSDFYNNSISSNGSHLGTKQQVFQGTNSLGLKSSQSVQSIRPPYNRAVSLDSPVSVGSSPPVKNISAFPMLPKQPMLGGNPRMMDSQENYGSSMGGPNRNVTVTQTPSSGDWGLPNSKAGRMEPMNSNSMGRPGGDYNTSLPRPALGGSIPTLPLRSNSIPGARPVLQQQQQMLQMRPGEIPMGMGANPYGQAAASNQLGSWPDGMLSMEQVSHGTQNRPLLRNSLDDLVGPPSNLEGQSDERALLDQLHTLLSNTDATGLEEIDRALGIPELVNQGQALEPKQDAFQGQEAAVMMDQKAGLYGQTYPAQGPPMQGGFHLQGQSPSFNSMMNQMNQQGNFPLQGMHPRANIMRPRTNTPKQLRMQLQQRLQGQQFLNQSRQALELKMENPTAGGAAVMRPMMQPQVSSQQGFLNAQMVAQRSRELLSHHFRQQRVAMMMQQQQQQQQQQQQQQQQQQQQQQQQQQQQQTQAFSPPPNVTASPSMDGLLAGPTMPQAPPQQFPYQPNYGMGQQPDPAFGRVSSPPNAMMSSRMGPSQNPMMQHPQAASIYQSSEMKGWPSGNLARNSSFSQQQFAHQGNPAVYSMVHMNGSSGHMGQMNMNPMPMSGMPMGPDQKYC
TROY signal inh – inhibitors of TROY-driven NF-kB signaling, primary screen, Q293 LMP1-TROYcd cells, NF-kB luciferase, uHTS | Q293 LMP1-TROYcd NF-kB luciferase reporter, 4 h | inhibition, % at 10 µM | 0.98% of 360,000 active | AID 1347056, 2019;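 active means compounds whose plate-normalised and pattern-corrected inhibition of the luciferase reporter signal at the single screening dose is 50% or more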
NCOA1 inh – SRC1 coactivator transcriptional activity inhibitors, primary screen, cell-based, luminescence. 0.12% of 360,000 active. inhibition, % at 3.6 µM. HEK293 GAL4-SRC1 luciferase reporter. Nuclear receptor coactivator 1 (Homo sapiens), Q15788;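 active means inhibition above the campaign mean plus 3 SD, with each screening campaign given its own cutoff, cut at about 60% in these data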;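 further: 0% = DMSO treated cells and 100% = gossypol at 36 µM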
TRAIL sens C8 – viability loss with TRAIL in NB7+C8 cells, primary screen, TRAIL sensitizer project, cell-based, ATPlite luminescence. AID 624354, 2012. inhibition (viability loss, TRAIL sensitization), % at 10 µM. 1% of 360,000 active;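 active means compounds causing at least 50% loss of cell viability in the single-dose screen, relative to plate controls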
LMP1 NFkB inh – EBV LMP1-driven NF-kappaB luciferase reporter inhibitors, primary screen, cell-based, luminescence, single point | inhibition, % at 12.5 µM | AID 504558, 2011 | LMP1-induced NF-kappaB luciferase reporter cells | 0.69% of 350,000 active; in the data active means inhibition above about 41%;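 further: 0% = neutral control wells and 100% = reference inhibitor control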
KKLEB cytotox – cytotoxicity in KKLEB CF airway cells, primary screen, cytotoxicity control for CF NF-kB inhibitor project, cell-based, uHTS, fluorescence assay plates; activity change (cytotoxicity), % at 5 µM; 0.36% of 360,000 active; KKLEB CF airway cells viability, ATPlite luminescence, overnight; stronger effect = lower value; cells stimulated with P. aeruginosa culture filtrate;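 active means corrected activity change at or below -50% at 5 µM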
NR2F2 inh – NR2F2 transcriptional activity inhibitors, primary screen, cell-based, luciferase reporter, HEK293T, luminescence | COUP transcription factor 2 (Homo sapiens), P24468 | HEK293T NGFI-A luciferase reporter | inhibition, % at 8.6 µM | 0.7% of 370,000 active | AID 686940, 2013;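 active means inhibition above a per-plate cutoff, mean inhibition of test wells between control levels plus 3 SD, cut at about 38% in these data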;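 further: cells cotransfected with COUP-TFII expression vector driving the NGFI-A reporter; 0% = median of COUP-TF2 test wells and 100% = reporter-only cells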
* marks the source's active call; other numbers are inactive results; / = no result given. The list is partial; the hit share may differ from the screen's.

SMILES	Shn3 3UTR inh	TWEAK-Fn14 inh	CF NFkB inh	LRH-1 inv ag	SRC3 inh	TROY signal inh	NCOA1 inh	TRAIL sens C8	LMP1 NFkB inh	KKLEB cytotox	NR2F2 inh
CC(C)(C)N1CC(C(=O)Nc2ccc(S(N)(=O)=O)cc2)CC1=O (stereo not drawn)	13	10	-3	6	-10	-7	-15	-20	5	4	4
Cc1cc(C(=O)N/N=C/c2ccccn2)c2ccccc2n1	17	-8	4	11	2	10	10	-15	-3	-2	10
Cc1ccc(C)c(N2CCN(C(=O)C3CCCN(c4ncnc5c4nc4n5CCCCC4)C3)CC2)c1 (stereo not drawn)	24	28	10	-18	1	43	-2	15	-1	1	5
COc1ccc(/C=C2/SC(=O)N(CC(=O)NCCC(C)C)C2=O)cc1OC	9	5	1	0	-8	-22	-16	1	4	9	14
CCOC(=O)CNC(=O)CSc1nnc(-c2cccc(C)c2)n1-c1ccc(OC)cc1	0	2	-2	5	2	21	-1	-10	-1	8	9
CCCn1c(N)c(N(CCOC)C(=O)c2ccc(F)cc2)c(=O)[nH]c1=O	-5	-9	-3	-9	8	-26	11	-2	-5	-1	-11
O=C(O)c1ccccc1NC(=O)N1CCOCC1	-5	3	16	0	-43	-4	-13	4	4	-1	-5
CC(C)C1N=C2c3ccccc3N=C(SCC(=O)c3ccc(O)c(O)c3)N2C1=O (stereo not drawn)	15	-21	-11	7	-1	-1	-17	1	5	1	/
O=C(Cc1ccccc1)NNC(=O)c1ccc(Br)o1	-23	-5	4	23	5	14	-5	6	5	-1	-15
C#CC(CC)(CC)NC(=O)c1ccc(Br)s1	7	22	3	0	15	11	6	4	4	-9	-20
Cc1ccc(C(=O)c2coc3ccc(OCC(=O)O)cc23)cc1	-2	4	-3	-4	9	-1	2	10	5	-18	-12
Cn1c(SCC(=O)N2CCCc3ccccc32)nc2ccccc2c1=O	86*	44	0	0	26	41	7	18	7	2	8
Cc1cccnc1NC(=O)CSc1ncnc2sc(C)c(C)c12	-5	-15	-9	5	7	6	-5	-8	0	0	-8
CCOc1ccccc1NC(=O)Cn1c(=O)n(-c2ccc(OC)cc2OC)c(=O)c2c(C)c(C(=O)N(CC)CC)sc21	-2	-10	-28	0	1	4	9	-8	13	15	4
CCN1CCN(CCC(=O)Nc2ccc(C)cc2)CC1	3	2	-10	-4	-19	-7	-2	2	11	-6	-1
CCN(CC)CCCNC(=O)/C=C/C(=O)O	21	-6	-14	-12	9	4	-18	8	-6	7	16
CCOc1cc(C(=S)N2CCCC2)ccc1O	-8	6	11	18	-8	2	-1	-7	-4	6	3
CCCOc1ccc(Cl)cc1CNc1ccccc1	-7	-49	0	-11	8	-13	18	-6	2	-6	-4
Cc1ccc2c(C)c(C(=O)NCCN3CCOC3=O)oc2c1C	-4	3	-35	14	-10	-9	-4	0	1	5	0
Cc1ccc(C(C)NC(=O)C23CC4CC(CC(C4)C2)C3)cc1 (stereo not drawn)	9	5	10	8	2	-3	12	-15	2	15	-7
CCOC(=O)Nc1oc2ccccc2c(=O)c1CN1CCOCC1	15	-6	7	15	12	5	-1	10	10	-16	-13
CC1(C)C(C=C(Cl)Cl)C1C(=O)N(Cc1ccccc1Cl)C1CCS(=O)(=O)C1 (stereo not drawn)	8	14	8	-13	15	7	-30	-1	0	1	10
COc1ccc(CCn2c(-c3ccc(OC)cc3)nc3c(c(=O)c4ccccc4n3C)c2=O)cc1	15	-13	-13	11	19	0	-28	12	1	1	4
CCCCSc1nc(C)cc(SCC(=O)N/N=C/c2ccccc2)n1	17	31	33	16	-8	34	-10	-1	4	10	-8
COc1ccc(-n2nnnc2SCC(=O)Nc2cc(OC)c([N+](=O)[O-])cc2C)cc1	28	5	21	6	21	13	1	1	9	-12	3
COP(C)(=O)c1c(C)nn(-c2ccccc2)c1C (stereo not drawn)	-4	69*	-18	7	-21	/	1	-13	-3	17	-7
COc1cc(C(=O)NN(CCC#N)C2=NS(=O)(=O)c3ccccc32)cc(OC)c1OC	-21	-12	-9	22	5	-3	18	9	-3	3	-14
CC(=O)N/C(=C\c1ccccc1)C(=O)NCC(=O)O	-8	-9	5	14	20	13	-1	4	-7	-8	6
O=C(COC(=O)c1cc(S(=O)(=O)N2CCOCC2)ccc1F)c1ccc[nH]1	-1	3	-9	-9	13	1	6	0	-2	4	6
CC1C2(C)OC(=N)C(C#N)(C(C)O2)C1(C#N)C#N (stereo not drawn)	9	12	-1	1	11	-11	-18	8	4	1	/
O=C(COC(=O)/C=C/c1ccc(C(F)(F)F)cc1)NC(=O)NCc1ccco1	5	-15	-28	-9	-3	-25	-6	-8	-2	12	-1
CC(=O)c1ccc(NC(=O)CCCCCn2nnc3ccccc3c2=O)cc1	41	5	4	-11	-15	0	-10	6	2	-10	11
CCOC(=O)N1CCN(C(=O)c2ccc3c(=O)n(CCc4ccccc4)c(=O)[nH]c3c2)CC1	14	3	5	5	-9	-15	2	0	13	-2	-7
O=C(CSC1=NS(=O)(=O)c2ccccc21)Nc1ccccc1	-23	-14	12	-18	-6	-28	-3	6	-16	3	3
O=C(CC1SC(N2CCCC2)=NC1=O)Nc1ccc(C(=O)NCc2ccccc2F)cc1 (stereo not drawn)	-15	15	-8	-3	-12	-3	-4	-11	-18	9	-21
Nc1c(S(=O)(=O)c2ccccc2)csc1C(=O)O	-15	-13	-16	-2	13	9	0	1	1	1	-17
CCCc1n[nH]c2c1/C(=N\O)CCC2	8	-26	14	3	6	-5	20	10	-9	-3	21
O=C(CSCc1cc(=O)n2ccsc2n1)Nc1ccccc1	-22	-3	3	-5	3	-10	8	-5	6	-7	5
O=C(CCC(=O)Nc1ccccc1)NNC(=O)c1ccccc1Cl	46	-3	-4	-16	2	13	2	1	0	-13	1
Cc1ccc2c(c1)N(CCC(=O)NCCCOC(C)C)C(=O)C(C)O2 (stereo not drawn)	7	-7	-11	10	-10	7	13	-3	-9	-21	-19
CCc1ccc(C2c3[nH]c4ccccc4c3CCN2C(=O)CN2CCN(CC)CC2)cc1 (stereo not drawn)	-11	-6	13	-6	4	8	-8	8	-16	-19	-19
O=C(CCCNC(=O)c1ccc(Cl)cc1)Nc1ncccc1O	2	-6	-36	14	16	9	13	12	8	12	-13
C[C@H]1CN([C@@H](C)CO)C(=O)CCCn2nncc2CO[C@H]1CN(C)C(=O)Nc1cccc2ccccc12	5	18	-22	-4	5	18	6	-4	/	-5	13
O=C(C1CCCCC1)N1CCN(S(=O)(=O)c2ccc(Cl)cc2)CC1	15	4	4	-2	1	9	-13	-22	1	7	-18
COc1cc2c(cc1/C=C/C(=O)O)OC(C)C2 (stereo not drawn)	-11	6	1	-2	-8	11	-5	6	-11	11	10
Cc1ccc(S(=O)(=O)N2CCN(C(=O)C3CCCC3)CC2)cc1C	-12	8	-4	13	1	1	-15	25	9	8	-19
N#Cc1c(-c2cccc([N+](=O)[O-])c2)nc2n(c1=O)CCS2	-1	-15	-19	6	-1	-5	-1	4	-3	10	8
CCCC(=O)Nc1ccc(C(=O)NNC(=O)c2cccc([N+](=O)[O-])c2)cc1	5	-23	-3	4	9	4	2	2	2	8	10
COc1cc2cc(C(=O)N/N=C/c3ccc(F)cc3)[nH]c2cc1OC	-11	14	9	10	2	10	0	0	/	4	11
Cc1c(F)cccc1NS(=O)(=O)c1ccc(OCCNS(C)(=O)=O)cc1	27	1	1	15	-7	6	12	3	-1	-3	-18
Cc1cc(C)nc(NC(=O)c2csnn2)c1	7	-7	-32	-9	19	-6	-5	8	-12	13	14
O=S(=O)(NCCNS(=O)(=O)c1c(F)cccc1F)c1ccc2c(c1)OCCO2	11	-10	-19	2	-4	0	4	-13	-5	7	5
COc1ccc(CCn2c(-c3cccc([N+](=O)[O-])c3)nc3nc4ccccc4nc32)cc1	3	3	2	4	8	6	5	5	0	-3	-1
COc1ccc(C(O)(C(=O)NNc2ccc(C)cc2)c2cccs2)cc1 (stereo not drawn)	-3	-14	-4	-13	12	-12	0	-14	2	-4	9
Cc1ccc(NC(=S)N(CCN(C)C)C(C)c2ccco2)c(C)c1 (stereo not drawn)	20	32	-4	-20	-10	5	-16	5	-16	0	5
Cc1ccc(C)c(OCCC(=O)N2CCN(S(=O)(=O)c3ccc([N+](=O)[O-])cc3)CC2)c1	3	-7	11	4	9	-3	-1	10	-4	-5	-3
CC(C)(C)NC(=O)NC(=O)COC(=O)c1ccc2c(c1)S(=O)(=O)N=C1CCCCCN12	1	2	-10	8	10	8	-14	1	-6	7	-6
COC(=O)C(C)n1cnc2c(nnn2-c2cccc(OC)c2)c1=O (stereo not drawn)	7	-10	11	-22	-19	-45	-1	-8	-7	2	-20
C=C(C)Cn1c(N2CCCC2)nc2c1c(=O)n(C)c(=O)n2C	1	17	-25	7	-15	-3	-43	-12	-4	-3	-7
CC(=O)c1ccc(NC(=O)C(=O)c2cn(CC(=O)N3CCCCC3)c3ccccc23)cc1	11	-17	-6	19	-10	2	3	8	0	1	-27

(listing goes on)
SMILES	Shn3 3UTR inh	TWEAK-Fn14 inh	CF NFkB inh	LRH-1 inv ag	SRC3 inh	TROY signal inh	NCOA1 inh	TRAIL sens C8	LMP1 NFkB inh	KKLEB cytotox	NR2F2 inh
NC(=O)Cc1ccc(Nc2nnc(-c3ccc(O)cc3)c3ccccc23)cc1	8	8	-1	-16	4	9	-1	-1	3	5	-10
COC(=O)[C@]12CCCCC=C1N(Cc1ccco1)C(=O)[C@H](CC(=O)N1CCN(C(=O)C3CC3)CC1)C2	/	6	/	4	/	6	/	-9	/	/	9
COc1ccc2c(c1OC)CN(C)CCc1cc3c(cc1C(=O)C2)OCO3	6	-11	-7	12	5	-4	-12	12	0	5	-5
Cc1ccc(NC(=O)CSc2nnc(NC(=O)C3CC3)s2)cc1	9	3	16	-1	-12	14	0	18	3	-4	-2
CCOc1ccc(N2C(=O)c3cccnc3C2Nc2ccc(Cl)cc2)cc1 (stereo not drawn)	-14	2	-9	-29	-4	-16	-16	-2	-9	6	7
CCOC(=O)N1CCN(C(=O)CSCC(=O)Nc2nc(-c3ccc(C)cc3)cs2)CC1	-1	24	-12	29	-4	23	-100	-1	8	3	0
CCOC(=O)c1ccc2c(c1)[nH]c(=S)n2CC	-5	-31	-17	-26	-38	31	-46	5	-4	8	-48
